# Screens (PubChem)
# SENP8 block-1: inhibitors of human SENP8 protease | Q96LD8 | recombinant SENP8, Nedd8 substrate fluorescence | inhibition, % at 20 µM | actives 0.64% (n = 360,000) | AID 602440; in the data active = inhibition mostly above about 40%, no sharp cut-off; inactive = mostly below about 27%
# Target sequence (Q96LD8 whole entry, looked up): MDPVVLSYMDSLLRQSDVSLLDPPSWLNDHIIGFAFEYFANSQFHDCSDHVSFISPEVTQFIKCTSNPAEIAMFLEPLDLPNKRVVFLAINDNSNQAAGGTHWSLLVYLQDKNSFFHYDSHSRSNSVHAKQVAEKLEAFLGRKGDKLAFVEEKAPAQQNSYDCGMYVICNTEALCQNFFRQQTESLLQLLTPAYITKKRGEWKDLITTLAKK
# PfG6PD inh: PfG6PD (Plasmodium falciparum) enzyme inhibition | PfGluPho enzyme, NADPH resazurin-diaphorase fluorescence | inhibition, % at 20 µM | actives 0.78% (n = 350,000) | AID 504690;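 active = inhibition reaching at least a set limit at 20 µM in the primary screen, cut at about 59% in these data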;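 note: 0% = DMSO wells with substrate and 100% = DMSO wells lacking glucose-6-phosphate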
# beta cell repl: inducers of beta-cell replication in MIN6 cells. MIN6 cells proliferation, ATPlite luminescence, 48 h; cells starved in 0.2% serum; 100% = growth in 10% serum. proliferation, % at 10 µM. actives 0.29% (n = 330,000);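 active = compounds whose signal lies at least 3.5 SD above the mean of all wells on their plate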;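 note: 0% = DMSO-treated cells in low-serum medium and 100% = 10% serum control; some compounds called inactive have numbers as strong as hits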
# SENP8 block-2: inhibitors of human SENP8 protease; purified SENP8, Z-RLRGG-aminoluciferin cleavage, luminescence; inhibition, % at 10 µM; actives 1.2% (n = 330,000); AID 2540; in the data active = inhibition above about 50%
# SENP7 inh: inhibitors of human SENP7 protease; actives 1.5% (n = 330,000); recombinant SENP7, Z-RLRGG-aminoluciferin luminescence, 40 min; inhibition, % at 5 µM;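 active = inhibition above about 50% at the single test dose, limit read from the data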;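 note: plate controls were DMSO with enzyme for no effect and no enzyme buffer wells for full effect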
# Target sequence (Q9BQF6 706-1050 limits assumed): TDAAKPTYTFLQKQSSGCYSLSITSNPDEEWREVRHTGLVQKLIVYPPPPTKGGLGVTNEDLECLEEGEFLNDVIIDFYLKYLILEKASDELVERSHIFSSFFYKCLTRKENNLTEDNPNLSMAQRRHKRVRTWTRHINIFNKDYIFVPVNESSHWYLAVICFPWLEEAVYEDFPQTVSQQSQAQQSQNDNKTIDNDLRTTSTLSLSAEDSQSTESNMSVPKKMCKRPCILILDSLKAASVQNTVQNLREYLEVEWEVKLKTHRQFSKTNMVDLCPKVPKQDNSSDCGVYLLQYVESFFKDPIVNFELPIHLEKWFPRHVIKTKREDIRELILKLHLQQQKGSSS
# SENP6 inh: inhibitors of human SENP6 protease. Q9GZR1. Recombinant SENP6 catalytic domain, aminoluciferin luminescence. inhibition, % at 10 µM. actives 1.8% (n = 330,000). AID 2599;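 active = inhibition above about 50% at the single tested dose, limit read from the data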;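 note: plate controls were DMSO wells with enzyme for no effect and DMSO wells lacking enzyme for full effect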
# Target sequence (Q9GZR1 628-1112 limits assumed): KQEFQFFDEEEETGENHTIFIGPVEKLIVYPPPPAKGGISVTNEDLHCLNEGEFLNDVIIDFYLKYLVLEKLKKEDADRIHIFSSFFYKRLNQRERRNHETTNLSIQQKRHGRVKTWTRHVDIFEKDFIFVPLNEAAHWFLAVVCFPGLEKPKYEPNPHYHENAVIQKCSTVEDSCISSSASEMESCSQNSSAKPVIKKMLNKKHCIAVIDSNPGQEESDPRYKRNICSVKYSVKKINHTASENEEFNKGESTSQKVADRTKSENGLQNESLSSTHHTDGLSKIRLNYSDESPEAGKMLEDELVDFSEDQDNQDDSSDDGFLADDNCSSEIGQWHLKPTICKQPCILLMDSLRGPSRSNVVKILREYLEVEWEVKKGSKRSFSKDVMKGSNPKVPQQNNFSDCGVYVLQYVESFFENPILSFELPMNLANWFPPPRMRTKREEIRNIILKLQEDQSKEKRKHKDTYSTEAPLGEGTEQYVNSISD
# UBC13 polyUb: blocks human UBC13 polyubiquitin chain formation; TR-FRET; actives 0.47% (n = 330,000); inhibition, % at 20 µM; AID 485273; P61088; in the data active = inhibition above about 45%, passing the limit was not always enough
# HKDC1 inhibitor: inhibitors of human hexokinase HKDC1. recombinant HKDC1, G6PDH/diaphorase resazurin coupled fluorescence. inhibition, % at 20 µM. actives 0.16% (n = 340,000);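 active = inhibition above about 35% when tested at 20 µM, limit read from the data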;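 note: plate controls were DMSO wells with enzyme for no effect and DMSO wells lacking enzyme for full effect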
#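 Test system: Recombinant HKDC1 (HK5) hexokinase enzyme, produced in-house | Input: HKDC1 at 5 µg/mL | Buffer or medium: Tris pH 8.0 buffer with MgCl2, Tween-20, BSA, BME | Schedule: 90 min reaction incubation at room temperature, dark | Technique: Resazurin-to-resorufin fluorescence via G6PDH and diaphorase coupling, 525/613 nm | Controls: DMSO wells with and without enzyme mix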
# SENP1 FRET inh: inhibitors of human SENP1 SUMO protease catalytic domain; actives 0.21% (n = 360,000); inhibition, % at 10 µM; recombinant SENP1 catalytic domain, CyPet-SUMO1-YPet FRET cleavage; Q9P0U3;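 active = inhibition at least 30% at 10 µM, raw YFP signal under a set limit, fluorescence ratio 0.5 to 1.5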;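 note: 0% = enzyme with DMSO and 100% = no enzyme wells; some results filed as inactive read as strong as hits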
#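 material = recombinant human SENP1 catalytic domain, His6-tagged | quantity = 20 pM enzyme | reagent = 25 nM SUMO1 FRET substrate | compound dosing = 10 µM single point, 0.5% DMSO | timing = 50 min enzyme reaction, room temperature, light-protected | detection = FRET, CFP and YFP emission | control set = no-enzyme low, enzyme-DMSO high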
# Starred values were filed as active, the others as inactive; / = not tested or not shown.
# Preview, 4 compounds:
SMILES,SENP8 block-1,PfG6PD inh,beta cell repl,SENP8 block-2,SENP7 inh,SENP6 inh,UBC13 polyUb,HKDC1 inhibitor,SENP1 FRET inh
CCC(C)Sc1ccc([C@@H]2[C@@H]3C(=O)N(C)C(=O)[C@@H]3[C@]3(C(=O)OC)CCCCN23)cc1OC (stereo not given in full),-44,21,-6,-16,-9,-17,-1,3,-3
COc1cccc(NC(=O)CNC(=O)c2ccc(C)o2)c1,14,15,1,-8,8,-9,-6,-5,2
COc1ccc(-c2nnc(SCc3ccc(C(=O)O)cc3)n2C)cc1OC,9,-3,-3,-3,6,41,-15,-5,0
CCn1c(SCC(=O)NCc2ccco2)nnc1-c1cccs1,-4,7,-1,6,-5,-2,-3,-4,-1

# The list itself (from the top)
SMILES,SENP8 block-1,PfG6PD inh,beta cell repl,SENP8 block-2,SENP7 inh,SENP6 inh,UBC13 polyUb,HKDC1 inhibitor,SENP1 FRET inh
CCC(C)Sc1ccc([C@@H]2[C@@H]3C(=O)N(C)C(=O)[C@@H]3[C@]3(C(=O)OC)CCCCN23)cc1OC (stereo not given in full),-44,21,-6,-16,-9,-17,-1,3,-3
COc1cccc(NC(=O)CNC(=O)c2ccc(C)o2)c1,14,15,1,-8,8,-9,-6,-5,2
COc1ccc(-c2nnc(SCc3ccc(C(=O)O)cc3)n2C)cc1OC,9,-3,-3,-3,6,41,-15,-5,0
CCn1c(SCC(=O)NCc2ccco2)nnc1-c1cccs1,-4,7,-1,6,-5,-2,-3,-4,-1
COc1ccc(O)c(-c2cc(-c3ccccc3[N+](=O)[O-])[nH]n2)c1,-5,-9,0,-1,-2,8,14,0,2
CC(C)C[C@@H](CNCC(=O)[C@H](C)NC(=O)c1[nH]cnc1C(=O)N[C@@H](C)CN)NC(=O)c1nc[nH]c1C(=O)N[C@@H](CO)C(=O)O,1,5,/,/,/,/,/,2,2
Cn1c(=O)c2c(SCC(=O)N3CCCC3)nc(-c3ccccc3)nc2n(C)c1=O,0,0,0,-2,-6,12,5,-8,0
Cn1c(=O)c2c(SCC(=O)NCc3ccco3)nc(-c3ccccc3Cl)nc2n(C)c1=O,-3,8,0,-1,-9,-21,-10,-2,1
COc1ccc(-c2nn(-c3ccccc3)cc2C(=O)N2c3ccc(C)cc3C3CN(C)CCC32)cc1 (stereo not given),19,-13,-6,2,0,9,14,-1,-1
O=C(c1c[nH]c2ccccc12)C(Cl)c1ccccc1 (stereo not given),1,16,-5,-2,9,-20,5,10,-1
O=C(O)c1cccc(NC(=S)NC(=O)C(c2ccccc2)c2ccccc2)c1,35,-48,-2,-3,2,-27,-10,5,1
COc1cccc(C(=O)NC(=S)NCc2ccco2)c1,19,-8,-1,1,-4,-9,4,-6,1
O=c1c2ccccc2c(-c2ccccc2)nn1-c1ccc(Cl)c(Cl)c1,-35,18,/,/,/,/,/,-3,1
O=C(O)COc1ccc(/C=N/NC(=O)c2ccccc2Br)cc1,6,8,-1,4,5,-17,2,-8,3
CCc1nc(C)cn1S(=O)(=O)c1cc(C)c(OC)c(C)c1C,18,6,-6,-1,3,-13,0,-4,2
COc1ccc(OC)c(/C=N/NC(=O)CCc2n[nH]c(=O)[nH]c2=O)c1,-411,-9,0,1,6,-8,5,-4,-42
Cc1ccc(-c2nnc(-c3ccc(NC(=O)c4cccs4)cc3)o2)cc1,-180,12,-5,8,7,-19,0,-3,4
COc1ccc(C(=O)COC(=O)CN2C(=O)C3C4C=CC(C4)C3C2=O)cc1 (stereo not given),2,-9,1,1,-4,2,4,4,1
CC(C)[C@H](NC(=O)N1CCn2c1nc1ccccc12)C(=O)N[C@@H](Cc1ccccc1)C(=O)O,37,14,-1,-17,-17,-10,-17,-1,2
O=C(O)c1cccc(CN2C(=O)SC(Nc3cccc4ccccc34)C2=O)c1 (stereo not given),-87,-6,-2,1,2,-6,-4,-2,2
CCc1ccccc1N(C)S(=O)(=O)c1cc(-c2cc(C)no2)ccc1OC,5,-3,-2,-8,-4,-20,8,-1,1
Cc1ccc(-c2ccc(=O)n(CCC(=O)N3CCN(c4ccccc4)CC3)n2)cc1,15,-5,-2,-14,-15,-6,-2,-6,0
O=C(Nc1cccc(NC(=O)c2cccs2)c1)c1ccc([N+](=O)[O-])o1,23,25,-6,-8,5,-10,-22,0,4
COc1ccccc1NS(=O)(=O)c1cc(C(=O)N2CCCC2)ccc1C,16,-4,-3,6,-3,-15,2,-2,0
CCc1ccc(Cn2nnc(C(=O)Nc3cccc(C)c3)c2N)cc1,5,13,-1,2,-4,-3,-2,-7,1

# (list continues)
SMILES,SENP8 block-1,PfG6PD inh,beta cell repl,SENP8 block-2,SENP7 inh,SENP6 inh,UBC13 polyUb,HKDC1 inhibitor,SENP1 FRET inh
CCC(Oc1ccc2c(=O)c(-c3ccccc3OC)coc2c1)C(=O)OCc1ccccc1 (stereo not given),11,13,/,/,/,/,/,2,-1
COC(=O)c1sccc1-n1cccc1C(=O)NCc1ccccc1,5,3,1,-7,11,-17,-3,-6,1
CCN(CC)c1ccc(S(=O)(=O)N2CCOCC2)cc1NS(C)(=O)=O,-5,-4,-1,-10,-9,-3,-2,3,-1
O=C(NNC(=S)Nc1ccc(Br)cc1Cl)c1ccco1,24,-9,0,23,24,49,-6,4,0
O=C(Cc1ccc(Br)cc1)Nc1ccc(S(=O)(=O)NCC2CCCO2)cc1 (stereo not given),-9,10,-1,2,-2,-10,6,-12,-17
Cc1ccc(-c2csc3nnc(SCC(=O)NCc4ccco4)n23)cc1,2,-12,6,9,1,-10,11,-5,2
O=C(Nc1nc2ccccc2[nH]1)c1ccccc1F,10,1,-6,97*,99*,96*,13,4,-1
Cc1cccc(NC(=O)CSc2nnc(-c3ccco3)n2CC2CCCO2)n1 (stereo not given),8,-8,1,-15,-7,-22,-1,6,3
CCCC1=Nc2cc(C(=O)N3CCC(C(=O)OCC)CC3)ccc2Sc2ccccc21,9,16,-5,3,-5,1,4,-1,1
CCSc1nc(C(F)(F)F)cc(=O)n1-c1ccccc1,-3,-1,-2,13,2,11,4,5,-2
Cc1nc2ccccc2n1CC(=O)NCCN1CCCC1,7,7,1,0,1,-1,14,-10,-2
Brc1cnc2nc[nH]c2c1,30,14,0,-4,-5,5,-7,-3,0
CC(=O)NC1C(=O)N(CCN2CCOCC2)c2ccc(Cl)cc21 (stereo not given),4,12,/,/,/,/,/,82*,-4
Cc1cc(C(=O)Nn2cnc3ccccc3c2=O)ccc1[N+](=O)[O-],21,4,-1,-4,-4,-5,-2,-11,2
O=C(NC1CC1)C1=C[C@H](c2ccc(Br)cc2)C[C@H](OCc2ccc(CO)cc2)O1,18,3,0,-14,-17,-17,6,1,-1
Cc1nc2ncnn2c(C)c1CCC(=O)NCc1ccco1,14,-1,2,3,6,-2,6,-2,-2
O=C(Nc1ccc2c(c1)OCO2)N1CCCc2ccccc21,2,16,-1,-4,2,14,19,-4,5
CCOC(=O)C(C)n1cnc2c(nnn2-c2ccc(F)cc2)c1=O (stereo not given),6,17,-1,-12,7,2,-3,-1,3
O=c1c2c3c(sc2nc2sc(CN4CCOCC4)cn12)CCCC3,-108,-24,/,/,/,/,/,4,0
COc1ccc(/C=C2/C(=O)N(c3ccccc3)N=C2C)cc1,91*,9,-1,11,47,39,-36,2,2
COc1ccc(CC(=O)N/N=C/C=C/c2cccc([N+](=O)[O-])c2)cc1OC,17,14,2,-3,3,-19,-11,7,2
CCOC(=O)NC(c1ccccc1)C1CCCCC1=O (stereo not given),18,-12,-2,-1,-4,0,-8,-2,0
Cc1cccc(NC(=O)C2C3C=CC(O3)C2C(=O)O)c1C (stereo not given),-45,-6,-4,6,5,7,-5,-1,1
COc1ccc(C=NN=C2c3ccccc3-c3ccccc32)cc1OC,26,26,/,/,/,/,/,1,2
CCOc1ccc(C(=O)NC(=S)NCCCN2CCOCC2)cc1,11,-11,0,-6,-9,-5,-2,2,-1

# Further results follow.
SMILES,SENP8 block-1,PfG6PD inh,beta cell repl,SENP8 block-2,SENP7 inh,SENP6 inh,UBC13 polyUb,HKDC1 inhibitor,SENP1 FRET inh
CC1(C)CC(=O)C2=C(C1)OC(N)=C(C#N)C2c1cn(-c2ccccc2)nc1-c1ccccc1 (stereo not given),1,-6,-4,4,-2,-6,2,-5,-2
CCc1nnc(NC(=O)CSc2nnc(Cc3cc(=O)[nH]c(=O)[nH]3)n2-c2cccc(OC)c2)s1,2,19,1,-4,4,-3,4,-14,2
CCOC(=O)c1oc2c(CN3CCN(C)CC3)c(O)ccc2c(=O)c1-c1ccccc1OC,10,0,-1,0,-2,-8,0,-3,4
C/C(=N\NC(=O)c1cccc(Cl)c1)c1cccc(NC(=O)c2ccco2)c1,18,-15,2,0,1,-4,1,3,1
COc1ccc2[nH]cc(C(O)CN3CCC(C(N)=O)CC3)c2c1 (stereo not given),-1,-6,-3,3,18,-3,-4,0,0
COc1ccc(N=Cc2ccccc2O)cc1,23,7,/,/,/,/,/,-1,-4
Cc1cc(C)c(OCC(=O)OCC(=O)NCCC2=CCCCC2)c(C)c1,11,-6,0,-6,-6,-19,-9,5,2
NC(=O)NC(=O)COC(=O)c1ccc(OC(F)F)cc1,11,-5,1,-6,2,-25,1,-8,3
CCOc1cc(N2CCOCC2)c(OCC)cc1NC(=O)c1c(-c2ccccc2)noc1C,4,9,-5,6,11,-4,1,6,23
C/C(=N\NC(=O)CCC(=O)Nc1ccc(C)c(C)c1)c1cccs1,24,9,-3,-11,-4,-23,-9,-8,2
Nc1cccc(C2=Nc3cccc4cccc(c34)N2)c1,46*,20,/,/,/,/,/,16,-6
CCN(CC)c1nc(C)nc2c1cnn2CCc1ccccc1,13,12,0,-3,-3,-2,11,-2,-4
O=C(NN1CCOCC1)c1cc(-c2ccc(Br)s2)nc2ccccc12,-296,4,1,0,-4,-22,26,5,-24
N#CC1(C#N)C(C(N)=O)C1c1ccccc1 (stereo not given),-18,5,-1,-1,1,-11,8,-8,-5
Cc1ccc(C)c(NC(=O)CN(C)C(=O)c2ccc(S(=O)(=O)N(C)c3ccccc3)cc2)c1,-3,-5,0,11,1,0,3,-2,-2
O=C(CCCN1C(=O)/C(=C/c2ccc3c(c2)OCO3)SC1=S)Nc1ccc(C(=O)O)cc1,29,-5,-3,86*,78*,93*,-22,5,8
Cc1cc(NC(=O)C(C)C)ncc1NC(=O)c1cccc(F)c1,11,10,-2,-7,-13,-17,1,-4,1
CCOc1ccccc1N1CCN(C(=O)CNC(=O)c2ccc(OC)c(OC)c2)CC1,16,-8,-2,-11,-4,-2,-7,2,-1
CCCn1c(C(C)Nc2nc(C)cs2)nc2cc(Cl)c(Cl)cc21 (stereo not given),15,-3,-5,2,-6,-10,4,5,-5
CCOc1ccccc1CN1CCN(CCCn2cccn2)CC1CCO (stereo not given),15,5,-3,3,2,6,5,-8,0
Cc1ccnc(NC(=O)c2cc3c(=O)oc4ccc(C)cc4c3s2)c1,-379,-13,0,2,-1,6,14,12,-4
COCCCNC(=O)c1cc2c(-c3cccc(OC)c3)nn(C)c2s1,-265,2,1,-4,0,-3,31,6,-3
CC1CCN(c2ccccc2NC(=O)c2ccc([N+](=O)[O-])o2)CC1,15,8,1,-8,-14,0,-12,-2,1
COc1ccc(C(=O)Oc2ccc(/C=N/O)cc2)cc1,29,-2,-4,53*,61*,79*,-2,0,5
Fc1cccc(Cn2ccc(-c3ccc4c(c3)OCO4)n2)c1,8,5,-2,-10,-10,-9,-13,8,1
